Source: PubChem BioAssay (Sanford-Burnham Center for Chemical Genomics)
Hsp70 inhibitors – small molecules displacing fluorescent ligand from Hsp70 – biochemical, fluorescence polarization, primary screen (AID 583); one-dose displacement, % at 20 µM; IC50 in µM for titrated hits; Hsp70 fluorescence polarization probe displacement, mP; higher % means a stronger effect; hit rate 0.06% among 140,000; in the data active = displacement above about 50%;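 also: plate controls were vehicle for no effect and reference ligand for full effect; a part of the inactive calls stands beside numbers as strong as those of hits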
Rat MKP-3 inhibitors – MKP-3 phosphatase inhibitors, primary screen, biochemical, rat enzyme, in vitro (AID 425) | recombinant MKP-3 phosphatase activity, fluorescence; higher % means a stronger effect | hit rate 0.17% among 110,000 | inhibition, % at 20 µM; hits with a dose series show IC50 in µM; in the data active = inhibition above about 50%;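 also: plate controls were vehicle for no effect and reference inhibitor for full effect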
Starred values were filed as active, the others as inactive; / = no result given.

No. | Hsp70 inhibitors | Rat MKP-3 inhibitors | Compound
1 | -1.3% | 1.9% | COc1ccc(N2C(=O)NC(=O)/C(=C\c3ccc(OCc4cccc(F)c4)c(OC)c3)C2=O)cc1
2 | -0.7% | 4.6% | COc1ccc(NC(=O)C2=C(C)NC(=S)NC2c2ccc(OC)cc2)cc1 (stereo not drawn)
3 | 1.4% | -0.7% | O=C(CCN1C(=O)C2C3C=CC(C3)C2C1=O)NCc1cccnc1 (stereo not drawn)
4 | -0.5% | -0.5% | CC(=O)c1c(C)n(O)c2ccc(Cl)cc2c1=O
5 | -2.2% | 0.4% | O=C1COc2ccc(C(=O)NCc3ccco3)cc2N1
6 | 2.5% | / | CCNC(=O)CSc1ncnc2sccc12
7 | -1.6% | / | C=CCn1c(COc2ccc(F)cc2)nnc1SCC(=O)N1CC(=O)Nc2ccccc21
8 | 0.5% | 1.7% | CC(=O)CC(=O)Nc1ccc(NC(C)=O)cc1
9 | -3.6% | / | CN(C)c1nc(-c2ccccn2)nnc1-c1ccccc1
10 | -4.3% | -6.3% | CCOc1ccc2nc(NCCNC(=O)Nc3cccc(C)c3)c(C#N)cc2c1
11 | 0.5% | -0.2% | Cc1ccc2nc(-c3cc(NC(=O)c4cccs4)ccc3Cl)oc2c1
12 | 4.9% | -7.3% | Nc1nnc(CCS(=O)(=O)c2cc(Cl)ccc2Cl)s1
13 | 11.9% | -8.8% | O=C(O)CN1C(=O)/C(=C/C=C/c2ccccc2[N+](=O)[O-])SC1=S
14 | 3.2% | -8.5% | Cc1ccccc1N1C(=O)C2ON(c3ccccc3)C(c3ccncc3)C2C1=O (stereo not drawn)
15 | 4.2% | -0.8% | COc1cc2c(cc1OC)C(C)N(C(=O)c1cc3n(n1)C(C(F)(F)F)CC(c1ccco1)N3)CC2 (stereo not drawn)
16 | 2.7% | -1.6% | CCOC(=O)c1sc2c(c1C)c(=O)c(C(=O)OCC)cn2CC
17 | -3.9% | / | Cc1ccccc1NC(=O)C1CCN(c2cc(-c3ccccc3)nc3ncnn23)CC1
18 | 2.0% | -7.4% | NC(=O)COc1ccc(NC(=O)OCc2ccccc2)cc1
19 | 1.2% | / | CCN(CC)CCCNc1nc2cc(OC)c(OC)cc2c2nc(-c3ccccc3)nn12
20 | 1.6% | / | COc1ccc2nc(SCC(=O)Nc3cc(C)on3)[nH]c2c1
21 | -0.9% | -0.2% | COc1ccc(-c2cc(N3CCOCC3)c3cc(OC)c(OC)cc3c2)cc1OC
22 | 6.0% | / | CCn1c(C)nc2cc(C(=O)NNS(=O)(=O)c3ccccc3F)ccc21
23 | -2.4% | 2.7% | O=C(COc1ccccc1Cl)N1CCN(c2ccccc2)CC1
24 | -3.1% | 2.9% | CC(C)CC(=O)N1CCN(Cc2cccc(Cl)c2)CC1
25 | 8.6% | -3.4% | CCN(CC)c1ccc(C(=O)OCC(=O)c2ccco2)cc1
26 | -0.3% | -2.1% | Cc1[nH]nc2c1C1(CCN(C(=O)OCc3ccccc3)CC1)C(C#N)=C(N)O2
27 | -2.5% | -3.0% | CC(=O)c1ccc(NC(=O)/C(=C\c2ccco2)NC(=O)c2ccco2)cc1
28 | -2.8% | 1.5% | Cc1noc(C)c1S(=O)(=O)N1CCC(C(=O)N2CCN(c3ccccc3Cl)CC2)CC1
29 | -0.2% | / | O=C1/C(=C/c2ccc(F)c(F)c2)CSc2sccc21
30 | -1.3% | -6.4% | CCOCCCn1c(=S)[nH]c2cc3c(cc2c1=O)OCO3
31 | 15.6% | -9.5% | COCCn1c(SCCN2CCCCC2)nc2ccccc2c1=O
32 | -4.4% | -12.2% | CCc1nccn1S(=O)(=O)c1ccc(Br)cc1Br
33 | -2.3% | -4.7% | Cc1ccc2[nH]c(C(=O)O)c(NC(=O)CN3CCN(c4cccc(C)c4C)CC3)c2c1
34 | -3.3% | -1.8% | CCc1ccc(N(CC(=O)O)S(=O)(=O)c2c(C)noc2C)cc1
35 | -2.5% | 0.9% | O=C1CCCC2=C1C(c1ccc(OCc3ccccc3)cc1)C1=C(CCCC1=O)O2
36 | 0.6% | 2.4% | Cn1c([N+](=O)[O-])cnc1COC(N)=O
37 | 5.3% | -12.5% | CCSc1nnc(NC(=O)C(CC)Oc2ccccc2)s1 (stereo not drawn)
38 | -1.2% | / | COC(=O)c1ccccc1NC(=O)CN(Cc1ccc(Cl)cc1)S(C)(=O)=O
39 | 4.3% | 1.1% | COc1ccc(N2CCN(C(=O)CC3NC4CCCCC4NC3=O)CC2)cc1 (stereo not drawn)
40 | 4.7% | -11.4% | COc1ccc(-c2noc(-c3ccccc3-c3ccccc3)n2)cc1OC
41 | -2.8% | -7.4% | COC(=O)C1=C(C)N=C2SCCC(=O)N2C1/C=C/c1ccccc1 (stereo not drawn)
42 | 2.9% | -0.4% | CCOc1ccccc1N1CCN(C(=O)c2cccc([N+](=O)[O-])c2)CC1
43 | -5.5% | 3.3% | CC1CCCN(c2ccc(C(=O)NCc3cccs3)cn2)C1 (stereo not drawn)
44 | -1.9% | -3.7% | CC1(C)CC(=O)C2=C(C1)OC(c1ccncc1)C(C#N)=C2N (stereo not drawn)
45 | 4.3% | -7.4% | COC(=O)c1ccc(CSc2nc(-c3ccc(OC)cc3)nc3c2c(=O)n(C)c(=O)n3C)o1
46 | 8.8% | 3.3% | O=C(CC1S/C(=N\N=C\c2ccco2)NC1=O)Nc1ccc(C(=O)O)cc1 (stereo not drawn)
47 | 7.7% | / | COC(=O)CSc1n[nH]c(-c2cccnc2)n1
48 | -1.3% | -10.5% | CC1CCc2sc3ncn4nc(C(=O)NCc5ccco5)nc4c3c2C1 (stereo not drawn)
49 | -2.2% | 0.6% | CC(C)(O)C#Cc1ccc(C(=O)Nc2ccc(F)cc2)cc1
50 | -2.9% | 8.0% | CCOC(=O)c1c(NC(=O)CSc2nnc3c(n2)[nH]c2ccccc23)sc2c1CCCC2
51 | 0.6% | -8.7% | O=C(CCN1C(=O)C2C3C=CC(C3)C2C1=O)NC1CCCc2ccccc21 (stereo not drawn)
52 | 5.1% | -1.1% | Cc1cccc(OCC(=O)Nc2ccc(I)cc2)c1C
53 | -1.7% | -1.2% | CC(=O)Nc1ccc(NC(=O)c2ccccc2OC(F)F)cc1
54 | 3.4% | -6.4% | CCC(Sc1ccc2nnc(-c3ccc(F)cc3)n2n1)C(=O)O (stereo not drawn)
55 | -3.5% | -4.7% | O=C(CCNS(=O)(=O)c1cccc2nonc12)NC1CCCc2ccccc21 (stereo not drawn)
56 | 0.8% | -3.4% | CCOC(=O)c1oc2ccccc2c1NC(=O)c1ccc(S(=O)(=O)N2CCCC2)cc1
57 | -0.5% | / | CC1CCN(S(=O)(=O)c2ccc3c(c2)C(=NO)c2cc(S(=O)(=O)N4CCC(C)CC4)ccc2-3)CC1
58 | 5.0% | 2.5% | CC1CCN(CCCCOc2ccccc2Br)CC1
59 | 7.0% | 3.0% | COCCCNC(=O)CN(c1cccc(Br)c1)S(=O)(=O)c1ccccc1
60 | 2.6% | -10.4% | O=C(Cn1c(=O)sc2ccccc21)NCc1ccccn1

(cont.)
No. | Hsp70 inhibitors | Rat MKP-3 inhibitors | Compound
61 | -0.4% | / | Cc1ccc(NC(=O)N2CCCC2C(=O)NCc2cccs2)cc1 (stereo not drawn)
62 | -1.7% | -7.0% | CC(C)N(Cc1nc(-c2ccc(Cl)cc2)no1)C(=O)CCC1CCCC1
63 | 0.2% | 4.0% | CCc1nc2oc3cc(OC)ccc3c(=O)c2c(=O)n1-c1ccccc1
64 | -2.8% | -11.2% | COc1cc(-c2nc(N)n[nH]2)cc(OC)c1OC
65 | -1.4% | -0.5% | Cc1ccc(S(=O)(=O)NC(C)(C)CN2CCN(CC(C)(C)NS(=O)(=O)c3ccc(C)cc3)CC2)cc1
66 | 4.5% | -1.8% | CCN(CC)c1ccc(NC(=O)c2ccc3c(c2)OCCO3)cc1
67 | 2.4% | -2.4% | CN(C(=O)c1ccc(Br)cc1)c1ccccc1
68 | -0.4% | -9.4% | CC(=O)c1cccc(N(CC(=O)NCC2CCCO2)C(=O)CCC(=O)Nc2cc(C)on2)c1 (stereo not drawn)
69 | -1.8% | / | O=C(Nc1cccc(C(F)(F)F)c1)NC1CCCCC1
70 | 3.1% | -5.4% | COc1ccc2[nH]c3c(NCCN(C(C)C)C(C)C)ncnc3c2c1
71 | 0.8% | -11.4% | Cc1oc(-c2ccccc2)nc1Cn1cccc1C1=NC(c2ccccc2)CO1 (stereo not drawn)
72 | 3.4% | -1.9% | O=C(O)CSc1nnc(-c2cccs2)n1-c1ccc(Cl)cc1
73 | 2.6% | -0.1% | Cc1cccc(NC(=O)CN(c2ccc(Br)cc2)S(C)(=O)=O)c1
74 | -3.3% | -1.6% | O=C(NCc1ccccn1)c1cc(S(=O)(=O)N2CCN(c3ccccc3)CC2)ccc1Cl
75 | 3.7% | -1.8% | COCCN(C(=O)C(C)C)c1nnc(-c2cccc(C)c2)s1
76 | 4.9% | 1.2% | COC(=O)c1cc(NC(=O)CN2CCOCC2)cc(C(=O)OC)c1
77 | -2.7% | -1.7% | O=C(Cc1ccc(Br)cc1)Nc1ccc(F)cc1
78 | 2.0% | / | CCOC(=O)c1c(-c2ccc(C)o2)csc1NC(=O)CSc1ncn[nH]1
79 | 0.6% | -7.5% | Cc1ccccc1-c1nc(CS(=O)CC(=O)NCCCN(C)c2ccccc2)c(C)o1 (stereo not drawn)
80 | 2.4% | 3.0% | CCOc1ccc(-c2csc(-c3cc4ccccc4oc3=O)n2)cc1
81 | 4.0% | -4.8% | CSc1ccccc1NC(=O)c1onc(C)c1Cl
82 | -8.8% | 3.1% | CCOC(=O)c1sc(NC(=O)c2ccc(S(=O)(=O)N3CCOCC3)cc2)c(C(=O)OCC)c1C
83 | -5.0% | / | CC(C)CC(NC(=O)C(CC(C)C)NC(=O)OC(C)(C)C)C(N)=O (stereo not drawn)
84 | 7.2% | / | O=C(/C=C/c1ccco1)NC(=S)Nc1ccc(Cl)cn1
85 | 5.0% | -10.2% | CCC(CC)C(=O)Nc1cccc(C(=O)NCc2ccco2)c1
86 | -0.6% | -4.0% | O=C(CN1CCN(c2ccccc2)CC1)N1CCN(c2ccccc2)CC1
87 | -2.9% | -5.1% | COc1ccccc1C(c1nnnn1C(C)(C)C)N1CCN(C(=O)c2ccco2)CC1 (stereo not drawn)
88 | 0.6% | 6.2% | O=C(CCc1ccc(S(=O)(=O)N2CCOCC2)cc1)NCCc1ccccn1
89 | 4.3% | 0.1% | O=C(NCCO)C(=O)NCc1ccccn1
90 | 5.9% | 2.4% | C=CCN1C(=O)/C(=C2/Sc3ccccc3N2CCCS(=O)(=O)O)SC1=S
91 | 3.8% | -10.6% | CCOc1ccc(C2CC(c3ccc(F)cc3)Nc3nc(N)nn32)cc1 (stereo not drawn)
92 | -0.5% | / | Cc1ccc(-c2csc(N3N=C(c4ccccc4)/C(=C\c4ccc(N(C)C)cc4)C3=O)n2)cc1
93 | -0.1% | 1.7% | O=S1(=O)CCC(S(=O)(=O)N2CCCCCC2)C1 (stereo not drawn)
94 | 2.4% | 2.2% | CCn1c2ccccc2c2cc(C=Nc3ccc(OC(F)(F)F)cc3)ccc21
95 | 0.0% | 1.8% | CC(C)OP(C)(=O)CN1CCCC1=O (stereo not drawn)
96 | 3.4% | -6.1% | CCS(=O)(=O)c1ccc(O)c(N2C(=O)C3C4C=CC(C4)C3C2=O)c1 (stereo not drawn)
97 | 3.0% | 2.6% | O=C(c1c(Cl)nc2sccn12)N1CCCc2ccccc21
98 | -2.4% | 3.4% | O=C(CN1C(=O)/C(=C/c2ccccc2Cl)SC1=S)NCCc1ccccc1
99 | -4.0% | 5.5% | CCOc1ccc(-c2nc3sc4c(c3c(=O)[nH]2)CCCC4)cc1OCC
100 | 4.2% | -0.8% | COC(=O)c1ccc(NC(=O)c2ccc3c(c2)OCO3)cc1
101 | 6.7% | -6.6% | O=C(COc1ccccc1)NC1CCN(Cc2ccccc2)CC1
102 | -3.6% | -8.4% | Cc1[nH]n(-c2ccccc2)c(=O)c1S(=O)(=O)c1ccccc1
103 | 3.2% | 6.4% | Cc1ccc(S(=O)(=O)Oc2ccc(Br)cc2C=C2C(=O)NC(=O)NC2=O)cc1
104 | 1.2% | -0.1% | CC1(C)CC(=O)C2=C(C1)Nc1ccccc1NC2c1ccc(-c2ccccc2)cc1 (stereo not drawn)
105 | 1.7% | 2.7% | COc1ccc(C2C(C(=O)NCC3CCCO3)CCC(=O)N2c2ccc3c(c2)OCO3)cc1 (stereo not drawn)
106 | -7.2% | -3.1% | CC(CN1CCCCC1)OC(=O)c1ccccc1Cl (stereo not drawn)
107 | 3.1% | 2.6% | COc1cccc(C2NC(CC(C)C)(C(=O)O)C3C(=O)N(Cc4ccccc4)C(=O)C23)c1O (stereo not drawn)
108 | 4.1% | 3.9% | CCOc1ccc(N(CC(=O)NCCSc2ccc(Cl)cc2)S(C)(=O)=O)cc1

An excerpt, so the mix of outcomes need not match the whole.
